From PubChem
STEP block = inhibitors of human striatal-enriched phosphatase STEP | P54829 | recombinant STEP, OMFP fluorogenic substrate, fluorescence | inhibition, % at 20 µM | 360,000 tested, 0.25% active | AID 588621;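 active means inhibition at 20 µM, scaled per plate between control wells, above about 37%, limit read from the data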;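 further: 0% = DMSO with enzyme and substrate and 100% = substrate only without enzyme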
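System: STEP phosphatase, cell-free reaction; Buffer or medium: Bis-Tris pH 6.0 buffer with DTT, detergent; Incubation: 20 min at room temperature, dark; Measured by: fluorescence, 480/540 nm.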
DNMT1 block = DNMT1 (human) enzyme inhibition; DNMT1 molecular beacon, Hinp1I cleavage, fluorescence; inhibition (reported as % activation of signal), % at 10 µM; 360,000 tested, 0.83% active; P26358; in the data active means inhibition above about 50%
NadD block = NadD (S. aureus) enzyme inhibition; AID 602399; 360,000 tested, 0.78% active; purified NadD enzyme, colorimetric absorbance read-out; inhibition, % at 20 µM; in the data active means inhibition above about 26%; further: some compounds past the cut are filed as inactive
Neddyl block = cullin neddylation inhibition. P61081+Q13564. TR-FRET cullin neddylation, biochemical. 360,000 tested, 0.58% active. calls only at 25 µM; in the data active means inhibition above about 36%
LMPTP block = blocks human LMPTP phosphatase. P24666. recombinant LMPTP-A, OMFP fluorogenic substrate, fluorescence intensity. inhibition, % at 20 µM. 360,000 tested, 0.22% active;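 active means compounds that cut the enzyme signal by at least half of the control window in the single-dose screen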;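 further: plate controls were DMSO wells with enzyme plus substrate for no effect and substrate without enzyme for full effect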
Target sequence (P24666 whole entry, looked up): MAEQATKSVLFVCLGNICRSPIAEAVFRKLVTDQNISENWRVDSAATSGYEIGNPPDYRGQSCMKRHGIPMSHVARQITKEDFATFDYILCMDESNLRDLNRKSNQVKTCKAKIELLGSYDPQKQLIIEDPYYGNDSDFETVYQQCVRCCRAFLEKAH
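Test system: LMPTP-A phosphatase enzyme. Amount: LMPTP-A at 0.625 nM final in the reaction. Reagent: OMFP substrate, 400 µM final. Times: 50 min at room temperature. Signal: endpoint fluorescence intensity from OMFP dephosphorylation. Read-out basis: % inhibition. Benchmarks: no-enzyme and uninhibited controls.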
Scp1 inh = inhibitors of human Scp-1 phosphatase; Q9GZU7; Recombinant Scp1, phosphopeptide, malachite green phosphate absorbance; inhibition, % at 20 µM; 340,000 tested, 0.88% active;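 active means inhibition above about 50% at 20 µM, limit read from the data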;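 further: plate controls were DMSO wells with enzyme for no effect and wells lacking enzyme for full effect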
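Assay system: SCP-1 catalytic fragment, aa 76-261 | Buffer or medium: Tris acetate buffer pH 5.5 with MgCl2 and Tween-20 | Compound: One concentration, 20 µM, with 1.0% DMSO | Also added: Phospho 17-mer peptide substrate | Signal: Absorbance at 630 nm | Incubation: 45 min enzyme reaction at room temperature | Measure: % inhibition of SCP-1 phosphate liberation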
CendR NRP1 mod = NRP-1/CendR interaction modulation; 360,000 tested, 0.85% active; FAM-RPARPAR peptide binding to NRP-1, fluorescence polarization; inhibition, % at 25 µM;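 active means inhibition or corrected inhibition above about 18%, plus a signal ratio from 0.5 to 1.5, limit read from the data, passing the limit was not always enough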; further: strong numbers were not always called active
Target sequence (O14786 whole entry, looked up): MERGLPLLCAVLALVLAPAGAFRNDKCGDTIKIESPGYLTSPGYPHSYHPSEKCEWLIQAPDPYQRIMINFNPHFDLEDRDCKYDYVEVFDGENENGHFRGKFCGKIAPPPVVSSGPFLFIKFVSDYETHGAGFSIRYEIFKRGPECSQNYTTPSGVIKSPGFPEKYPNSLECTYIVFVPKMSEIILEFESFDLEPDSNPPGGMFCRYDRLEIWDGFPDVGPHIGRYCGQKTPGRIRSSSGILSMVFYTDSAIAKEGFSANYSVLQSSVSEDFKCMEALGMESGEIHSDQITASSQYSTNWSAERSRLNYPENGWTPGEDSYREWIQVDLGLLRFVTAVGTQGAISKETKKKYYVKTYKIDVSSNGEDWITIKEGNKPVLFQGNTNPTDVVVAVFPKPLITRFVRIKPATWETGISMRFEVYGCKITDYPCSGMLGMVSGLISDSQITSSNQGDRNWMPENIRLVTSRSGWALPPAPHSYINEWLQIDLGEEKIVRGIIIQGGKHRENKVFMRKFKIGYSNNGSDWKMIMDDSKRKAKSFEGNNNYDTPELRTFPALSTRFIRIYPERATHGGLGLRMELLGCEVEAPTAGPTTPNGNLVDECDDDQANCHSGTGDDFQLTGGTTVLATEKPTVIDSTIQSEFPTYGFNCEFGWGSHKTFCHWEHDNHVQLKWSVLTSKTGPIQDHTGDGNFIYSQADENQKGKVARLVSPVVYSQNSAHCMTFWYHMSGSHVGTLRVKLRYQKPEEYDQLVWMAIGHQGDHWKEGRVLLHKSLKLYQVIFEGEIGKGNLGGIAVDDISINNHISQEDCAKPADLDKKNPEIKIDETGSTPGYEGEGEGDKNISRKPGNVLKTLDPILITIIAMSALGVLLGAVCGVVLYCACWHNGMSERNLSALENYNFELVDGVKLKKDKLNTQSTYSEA
SUMO1-SIM PPI = alters human SUMO1 binding to SIM partners; AID 602429; inhibition, % at 20 µM; P63165; 360,000 tested, 0.33% active; SUMO1 binding to a labelled peptide, TR-FRET, 1 h; in the data active means inhibition above about 37%
TbMetRS inhib = blocks T. brucei methionyl-tRNA synthetase activity; 360,000 tested, 0.4% active; purified T. brucei MetRS, ATP depletion, Kinase-Glo luminescence; AID 624268; inhibition, % at 11.9 µM;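 active means inhibition above a per-plate cutoff of the control wells' mean inhibition plus 3 SD, cut at about 5.5% in these data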;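 further: 0% = DMSO wells median and 100% = median of wells with control inhibitor compound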
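Test system – parasite MetRS enzyme · Reagent – substrates ATP, L-methionine and bulk Escherichia coli tRNA · Doses – 11.9 µM compound single dose, 0.9% DMSO · Times – 15 min enzyme-compound preincubation, 2 h reaction, 10 min detection, 25 °C · Signal – Kinase-Glo luminescence, ATP depletion format · Controls – DMSO-only wells as low control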
SKN-1 block = C. elegans SKN-1 inhibition. C. elegans VP596 Pgst-4::GFP/RFP ratio, acrylamide-induced, 24 h. inhibition, % at 21.8 µM. 360,000 tested, 0.49% active. AID 624304;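 active means interference check ratio from 0.5 to 1.5 plus GFP to RFP signal ratio inhibition reaching or exceeding a fixed threshold, cut at about 30% in these data, passing the limit was not always enough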; further: some compounds called inactive have numbers as strong as hits
* hit, by the source's call; i = inactive; · = no result given. Hits appear at their usual frequency; overall some 4.6% were active at least once.

SMILES	STEP block	DNMT1 block	NadD block	Neddyl block	LMPTP block	Scp1 inh	CendR NRP1 mod	SUMO1-SIM PPI	TbMetRS inhib	SKN-1 block
Cn1c(=O)c2c(nc(NCc3ccccc3)n2CCCc2ccccc2)n(C)c1=O	1	0	8	i	0.5	4	4	1	-1.4	-7
Cc1cccc(C(=O)N[C@@H]2c3ccccc3C[C@@H]2O)n1	0	-4	2	i	-1.7	-8	-7	-3	-0.4	11
C/C(=N\NC(=O)c1cccc([N+](=O)[O-])c1)c1cccnc1	-3	-1	-7	i	-0.4	-1	0	-24	-1.1	-4
CN(C(=O)CS(=O)(=O)c1cccc(Cl)c1)c1ccccc1	3	-1	0	i	-1.4	-5	-12	3	1.2	-1
CN(C)c1ccc(C=NCCC2(O)CCOC(C)(C)C2)cc1 (stereo unspecified)	-2	0	-7	i	-0.9	-1	4	-7	-0.5	1
Cc1cc(N2CCN(C)CC2)nc2ccc(NC(=S)N3CCN(c4cccc(Cl)c4)CC3)cc12	6	41	-1	i	-2.4	-1	-2	-36	0.0	4
CC(C)C(=NO)c1ccccc1	-2	0	-4	i	-1.3	0	11	-2	-0.2	7
CCOC(=O)CSc1nnc(COc2cccc(C)c2)o1	-3	-1	-4	i	-1.3	1	7	2	-0.4	-9
CCOC(=O)N1N=C(c2ccccc2)CC1(O)C(F)(F)F (stereo unspecified)	-4	-1	5	i	-0.3	-5	-5	-1	-0.6	23
CCCN1C(=O)/C(=C/c2cc(C)n(C)c2C)SC1=Nc1ccc(OC)cc1	-4	-10	7	i	2.1	-7	14	-11	-0.7	-9
CN1CCN(C(=O)c2ccc3ccccc3c2)CC1	1	1	-3	i	-2.4	-7	-8	-2	-0.5	7
CCn1cc(/C=C(\NC(=O)c2ccc(OC)cc2)C(=O)N2CCOCC2)c2ccccc21	1	4	5	i	-0.6	4	5	-1	-1.1	0

Full records as entered above. Values in the order: STEP block, DNMT1 block, NadD block, Neddyl block, LMPTP block, Scp1 inh, CendR NRP1 mod, SUMO1-SIM PPI, TbMetRS inhib, SKN-1 block
CCn1cc(/C=C(\NC(=O)c2ccc(OC)cc2)C(=O)N2CCOCC2)c2ccccc21 as listed: 1, 4, 5, i, -0.6, 4, 5, -1, -1.1, 0
Cc1cc(N2CCN(C)CC2)nc2ccc(NC(=S)N3CCN(c4cccc(Cl)c4)CC3)cc12 as listed: 6, 41, -1, i, -2.4, -1, -2, -36, 0.0, 4
CN(C)c1ccc(C=NCCC2(O)CCOC(C)(C)C2)cc1 (stereo unspecified) as listed: -2, 0, -7, i, -0.9, -1, 4, -7, -0.5, 1
CCCN1C(=O)/C(=C/c2cc(C)n(C)c2C)SC1=Nc1ccc(OC)cc1 as listed: -4, -10, 7, i, 2.1, -7, 14, -11, -0.7, -9

The list continues:
SMILES	STEP block	DNMT1 block	NadD block	Neddyl block	LMPTP block	Scp1 inh	CendR NRP1 mod	SUMO1-SIM PPI	TbMetRS inhib	SKN-1 block
CC1=C(C(=O)N2CCN(c3cc(C)ccc3C)CC2)C2(CCCCC2)OC1=O	0	-4	0	i	-1.3	-6	-1	7	-0.7	7
CCNc1cc(N2CCOCC2)nc(SC)n1	2	3	0	i	-0.8	-1	-1	2	3.2	7
COc1ccc(N(CC(=O)Nc2ccccc2C(N)=O)S(=O)(=O)c2ccc(C)c([N+](=O)[O-])c2)cc1	0	-7	9	i	1.6	-13	1	-11	-0.3	-2
CCOc1cc(Cl)c(S(=O)(=O)NCc2ccccn2)cc1Cl	4	-1	-4	i	-0.1	-1	6	0	0.1	-2
O=C(O)CCc1nn2cc(-c3ccccc3)nc2[nH]c1=O	1	-1	-4	·	-1.6	8	-9	5	-0.4	24
O=[N+]([O-])c1ccc(O)c(/C=N/Nc2ncnc3c2cnn3-c2ccccc2)c1	10	-21	18	i	50*	11	4	19	-0.6	-20
Cc1nnc(NC(=O)CSc2ncn(-c3ccccc3)n2)s1	-2	-4	-3	i	-0.2	-7	-3	-1	0.4	6
Cc1c(C(=O)N(Cc2ccccc2)C(C)C)oc2ccc(S(=O)(=O)N3CCOCC3)cc12	0	-3	0	i	2.3	-3	11	1	0.3	-4
Cc1ccc(C(=O)NCC(c2ccco2)N2CCOCC2)cc1 (stereo unspecified)	0	3	-1	i	-1.0	-3	1	3	-0.3	5
Cc1ccc(-c2nnc3n2N=C(c2ccccc2)CS3)cc1	-3	-1	4	i	-1.2	-4	2	4	-0.8	2
CN(C)c1ccc(C=C2SC(=S)NC2=O)cc1	-13	0	8	i	-6.0	-15	70	-50	-0.2	40*
Cc1ccc(S(=O)(=O)N(C)C[C@H]2OCCCC[C@@H](C)Oc3ccc(NC(=O)Cc4ccccc4)cc3C(=O)N([C@H](C)CO)C[C@@H]2C)cc1	3	-12	3	i	2.3	·	0	4	-1.3	2
Cc1ccc(C(=O)N/N=C\c2ccc(OC(=O)c3cccc(F)c3)cc2)cn1	82*	3	-5	i	62*	8	16	4	-0.6	-3
COc1ccc(C(C(=O)NC2CCCC2)N(Cc2ccccc2)C(=O)c2snc(C(N)=O)c2N)cc1OC (stereo unspecified)	-1	0	5	i	1.2	-7	-10	-10	-0.8	-10
CC(Sc1ccc(S(=O)(=O)N2CCOCC2)cn1)C(=O)Nc1ccc(Cl)cc1Cl (stereo unspecified)	1	0	-4	i	0.8	-10	10	-2	-0.6	16
CCOC(=O)N1CCC(N(CCN(C)C)C(=S)Nc2ccc(Oc3ccccc3)cc2)CC1	92*	0	-7	i	-2.0	5	8	1	-1.2	1
CCN(c1nc(C)cc(OC)n1)S(=O)(=O)c1ccccc1	-2	2	2	i	-0.4	0	-11	-1	-0.5	-6
COC(=O)c1ccc(NC(=O)CCc2nnc3ccc(N4CCC5(CC4)OCCO5)nn23)cc1	1	1	-1	i	0.0	-4	4	5	-0.6	4
CN(C)S(=O)(=O)n1cnc([C@@H]2[C@@H]3C(=O)OC[C@@H]3C[C@]23N=CN(Cc2ccccc2)C3=O)c1	-3	2	0	i	-1.2	-11	0	1	-0.4	-15
CCN(C(=O)COC(=O)c1cc([N+](=O)[O-])ccc1N1CCOCC1)C1CCCCC1	4	-1	-4	i	-0.1	-6	-10	-26	-0.3	6
CC(C)CNC(=O)CSc1nnc(-c2cccc(S(=O)(=O)N3CCCCC3)c2)o1	0	2	0	i	-0.1	-6	-5	6	-0.3	16
CCOC(=O)CC1C(=O)NC2CCCCC2N1C(=O)Nc1ccc(Cl)cc1 (stereo unspecified)	0	1	5	i	-0.8	-14	-6	2	-1.1	4
COc1ccc(Cl)cc1-n1c(=S)sc2c(=O)[nH]c(SCC(=O)C(C)(C)C)nc21	0	-1	15	i	1.6	-8	-4	5	-0.7	-7
Cc1cccc(CCNC(=O)COc2cc(=O)n(C)c3ccccc23)c1	-3	-4	-3	i	-1.2	1	3	5	-0.2	-5
Cn1cc(CNC(=O)C2CCCCC2)cn1	-3	2	-2	i	-1.5	-4	8	9	-0.1	-8
CCOc1cc(C(=O)NCC(C)CN(C)C)cc(OCC)c1OCC (stereo unspecified)	-3	5	-6	i	-1.4	1	4	1	-0.8	8
CCOC(=O)c1nn(-c2ccc3ccccc3c2)cc1O	2	6	-5	·	-0.3	4	4	-10	-0.4	1
CC1(C(=O)Nc2cccc3ccccc23)CCN1C(=O)C1(c2ccccc2)CCCC1 (stereo unspecified)	1	2	-4	i	2.9	·	-6	3	0.1	2
CC(=O)Nc1ccc(Nc2ncnc(N)c2[N+](=O)[O-])cc1	-1	1	-2	i	-0.5	3	5	-39	-0.2	-7
CC(Sc1ccccc1)C(=O)N1CCN(S(=O)(=O)c2ccccc2C(F)(F)F)CC1 (stereo unspecified)	0	-2	0	i	-5.8	-12	3	4	-0.3	1
O=C(N/N=C\c1cccnc1)c1ccc(Cl)cc1Cl	1	3	-2	i	-1.3	-10	10	-7	1.6	-19
COC(=O)c1cn(C(=O)c2cc(OC)cc(OC)c2)c2ccccc12	2	3	-8	i	-0.6	-10	-2	0	-0.7	-3
Cc1ccccc1CC(=O)NCCN1CCOCC1	0	0	1	i	-1.0	-1	7	3	-0.3	4
CCc1nnc(NC(=O)CSc2nnc(Cc3ccccc3)n2-c2ccccc2)s1	0	-2	-3	i	-0.2	-2	-8	1	-1.3	-2
Cc1cccc(CCNC(=O)C2CCN(S(=O)(=O)c3c(C)nn(C)c3C)CC2)c1	-1	-1	2	i	0.0	-5	0	0	0.3	10
CN(C)CCC1Sc2ccccc2Oc2ccccc21 (stereo unspecified)	-1	3	5	i	-2.6	-5	-5	-3	-0.1	-5
O=C(O)c1cnc(-c2ccccc2)nc1Sc1ccccc1	-1	1	0	i	-0.4	-8	-9	3	-0.8	8
Nc1cc(Cl)nc(N/N=C/c2ccc([N+](=O)[O-])cc2)n1	-2	-4	-2	i	-1.7	-5	1	-21	-0.6	2
O=C(CN1CCCC1)Nc1c2c(nc3ccccc13)N(Cc1ccccc1)CC2	2	-8	3	·	5.2	-7	-8	2	0.3	10
NC(=O)NC(Cc1ccccc1)C(=O)NNC(=O)COc1ccccc1Cl (stereo unspecified)	0	-1	0	i	0.7	-7	7	1	-0.3	16
CCCc1ccc2oc(C(=O)N(C)Cc3ccn[nH]3)c(C)c2c1	0	0	-7	i	1.0	-6	-4	0	0.2	2
CCOC(=O)c1ccc2[nH]c3c(c2c1)CN(C)CC3	3	14	-2	i	1.4	-5	-2	6	0.6	-3
CCc1ccc(NC(=S)N(CCCN2CCN(C)CC2)Cc2cccs2)cc1	-3	-1	-6	i	-6.8	-10	-16	-4	-0.5	7
CCOCCOc1cccc(C(=O)NC(c2ccccc2)c2ccccc2)c1	2	-2	-7	i	2.6	9	-4	-1	-0.5	10
Cc1cc(/C=C(\C#N)C(=O)NCc2ccccc2)c(C)[nH]1	0	1	-4	i	-1.8	·	-15	-20	-0.2	17
Cc1cc(NC(=O)c2ccc(N3C(=O)C4C5C=CC(C5)C4C3=O)cc2)no1 (stereo unspecified)	-2	0	6	i	-0.6	-10	-3	1	-0.1	7
Cc1cccc(CN2CCC(C(=O)Nc3cccc(-c4cscn4)c3)CC2)n1	1	2	-8	i	-0.5	7	1	3	-0.3	16
O=C(Nc1cccc(S(=O)(=O)NC2=NCCCCC2)c1)c1cc(-c2ccccc2)nc2ccccc12	-2	1	17	i	1.7	0	-13	-11	-0.2	13
COc1ccc(-c2nnc(SCC(=O)NNC(=O)c3ccc(C)cc3)o2)cc1	-2	1	2	i	-0.1	-2	-4	-1	-0.3	7
COc1ccccc1N1CCN(C(=O)C(C)N(c2ccc(C)c(C)c2)S(C)(=O)=O)CC1 (stereo unspecified)	-2	-2	-1	i	-2.4	-9	-2	2	-1.0	-11
CC(C)(C)NC(=O)CON=C1c2ccccc2-c2ccccc21	-4	5	-11	i	2.9	-13	-3	-11	0.1	12
